# From PubChem BioAssay
# CDK5 p35 inh: blocks human CDK5/p35 kinase activity | AID 488839 | Q00535+Q15078 | Recombinant CDK5/p35, ADP-Glo luminescence, 60 min | inhibition, % at 10 µM | hit rate 0.01% among 330,000;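 active means highest replicate inhibition of at least 50% and at least 75% of replicates reaching 50%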;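 further: plate controls were DMSO neutral control for no effect and GW8510 at 10 µM for full effect; many of its hits are not listed in these tables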
# Target sequence (Q00535 whole entry, looked up): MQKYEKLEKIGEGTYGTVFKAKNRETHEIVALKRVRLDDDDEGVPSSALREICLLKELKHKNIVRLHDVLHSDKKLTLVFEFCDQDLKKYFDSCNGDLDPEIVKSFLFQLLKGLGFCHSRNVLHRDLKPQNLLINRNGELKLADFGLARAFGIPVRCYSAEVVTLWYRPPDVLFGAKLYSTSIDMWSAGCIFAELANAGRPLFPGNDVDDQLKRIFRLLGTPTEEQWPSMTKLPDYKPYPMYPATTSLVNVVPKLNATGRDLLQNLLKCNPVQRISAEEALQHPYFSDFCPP
# Target sequence (Q15078 whole entry, looked up): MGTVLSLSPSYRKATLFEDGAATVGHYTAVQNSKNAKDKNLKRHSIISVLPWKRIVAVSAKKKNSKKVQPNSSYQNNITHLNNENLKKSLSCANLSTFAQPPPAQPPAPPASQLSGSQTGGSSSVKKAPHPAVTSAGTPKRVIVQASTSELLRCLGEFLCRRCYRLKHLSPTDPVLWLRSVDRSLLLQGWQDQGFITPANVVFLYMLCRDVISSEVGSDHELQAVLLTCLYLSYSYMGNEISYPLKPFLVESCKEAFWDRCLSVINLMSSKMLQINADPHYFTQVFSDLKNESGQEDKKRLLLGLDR
# HTR5A ag ctr: HTR5A agonism, opioid heterodimer counter-screen; P47898; HTR5A agonist assay, luminescence, cell-based; activation, % at 9.3 µM; hit rate 0.61% among 340,000; AID 504692; in the data active means activation mostly above about 9.5%, no sharp cut-off; inactive means mostly below about 7.6%;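 further: 0% = cells with vehicle only and 100% = reference agonist; strong numbers were not always called active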
# Target sequence (P47898 whole entry, looked up): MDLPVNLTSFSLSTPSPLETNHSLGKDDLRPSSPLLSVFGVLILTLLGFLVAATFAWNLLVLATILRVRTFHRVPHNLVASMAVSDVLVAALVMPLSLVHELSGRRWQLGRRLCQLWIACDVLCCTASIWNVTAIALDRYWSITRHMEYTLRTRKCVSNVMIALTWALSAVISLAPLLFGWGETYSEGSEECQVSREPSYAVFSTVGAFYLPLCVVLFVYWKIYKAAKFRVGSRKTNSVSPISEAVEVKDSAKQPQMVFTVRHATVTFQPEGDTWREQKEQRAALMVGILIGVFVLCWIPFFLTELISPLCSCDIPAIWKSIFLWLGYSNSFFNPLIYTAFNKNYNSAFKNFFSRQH
# HTR5A inv ag: counter-screen for OPRM1-OPRD1 inverse agonists: human HTR5A inverse agonism; hit rate 0.083% among 340,000; HTR5A cell line, luminescence; inhibition, % at 9.3 µM; P47898; in the data active means inhibition mostly above about 23%, no sharp cut-off; inactive means mostly below about 18%;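 further: 0% = cells with DMSO and 100% = no-cell wells with DMSO; some compounds called inactive have numbers as strong as hits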
# AddAB inh: less growth of phage-infected E. coli with AddAB. hit rate 0.29% among 330,000. E. coli expressing H. pylori AddAB, absorbance growth. inhibition, % at 11.9 µM; in the data active means inhibition above about 12%;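 further: 0% = vehicle wells of infected cells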
# Ecoli viability: counter-screen for AddAB inhibitors: E. coli growth inhibition; E. coli V3065 growth, OD600 absorbance, 18 h; inhibition, % at 11.9 µM; hit rate 0.27% among 330,000;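 active means inhibition above the campaign's mean inhibition across all tested compounds plus 3 SD, cut at about 9.9% in these data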;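 further: uninfected addAB+ strain grown without phage in ampicillin broth; 0% = DMSO wells and 100% = ciprofloxacin 0.95 µg/ml wells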
# DAGLB inhibitor: blocks human DAGLB lipase activity; HEK293T DAGLB membrane lysate, EnzChek fluorogenic substrate; inhibition, % at 5.17 µM; Q8NCG7; hit rate 0.059% among 340,000; in the data active means inhibition above about 34%;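 further: 0% = enzyme with vehicle and 100% = wells lacking enzyme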
# phage Ecoli inh: E. coli growth loss with phage present | growth absorbance | inhibition, % at 11.9 µM | hit rate 0.26% among 360,000; in the data active means inhibition above about 11%
# Tat transport: E. coli Tat transport inhibition; E. coli MC4100 TorA-mCherry Tat export, fluorescence; inhibition, % at 10 µM; hit rate 0.036% among 340,000;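 active means mean replicate inhibition at least 50% and at least half of replicates individually reaching 50%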;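 further: exported cargo escapes ClpAP degradation while cytoplasmic cargo is degraded and loses fluorescence; 0% = median of neutral control wells and 100% = median of NaSCN control wells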
# PKA-R1A activ: PKA-R1A complex activation. P00514+P68181. hit rate 0.083% among 340,000. AID 504707. PKA-R1A dissociation, Cy5-IP20 fluorescence polarization; scaled: DMSO 0%, 113 µM cGMP 100%. activation, % at 11.4 µM;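 active means percent activation above the mean of all tested compounds plus 3 SD, cut at about 19% in these data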;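 further: higher means more PKAc released from R1A so a rise in polarization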
# SUMO Mot1 rescue: blocks SUMOylation pathway, rescuing yeast Mot1-301 growth; growth rescue, % at 18.8 µM; AID 2716; S. cerevisiae Mot1-301 growth rescue, ATP luminescence, 38.5C; percent above DMSO median, 100 means doubled; hit rate 1% among 320,000;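 active means every valid replicate shows activation above 250% relative to neutral control wells; inactive means the rest, any valid replicate at or below 250%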;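 further: OY570 slx delta 5 strain wells were the positive control but not used for scaling; some compounds called inactive have numbers as strong as hits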
# PKA-R2B activ: activators of human PKA-R2B complex; P22694+P31323; PKA-R2B holoenzyme dissociation, Cy5-IP20 fluorescence polarization; R2B truncated from residue 108, S112A mutant; 0% DMSO only, 100% 113 µM cGMP; activation, % at 11.4 µM; hit rate 0.079% among 340,000; AID 504700;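 active means activation above a cutoff set at the mean over all compounds plus 3 SD, cut at about 18% in these data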;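 further: higher means more holoenzyme dissociation and a rise in polarization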
# Active calls of the source: *; i = inactive; nt = not tested or not shown. Not a hit list. About 2.3% of those tested had a hit in this group.
SMILES,CDK5 p35 inh,HTR5A ag ctr,HTR5A inv ag,AddAB inh,Ecoli viability,DAGLB inhibitor,phage Ecoli inh,Tat transport,PKA-R1A activ,SUMO Mot1 rescue,PKA-R2B activ
O=S(=O)(NC1CCCCC1Sc1ncccn1)c1ccc(Cl)cc1 (stereo unspecified),-1.1,4,28,0.3,-0.7,-2,3.4,-7,-9,132,-18
COc1cccc(NC(=O)C2CCN(S(=O)(=O)c3ccc4c(c3)NC(=O)C(C)S4)CC2)c1 (stereo unspecified),-2.7,3,-1,3.2,0.6,1,2.1,1,-5,-22,4
CN(CCc1ccccn1)C(=O)CC1C(=O)NCCN1Cc1cccc(F)c1 (stereo unspecified),-0.7,0,-13,1.8,4.3,0,0.7,2,7,-8,2
Cc1ccccc1C(=O)Nc1nc(=S)ss1,0.1,-2,4,4.5,1.6,2,4.2,-3,-11,-21,0
Cc1cc(C)c(NC(=O)CNC(=O)COC(=O)CN2C(=O)NC3(CCCC3)C2=O)c(C)c1,0.8,0,1,2.4,1.3,-3,1.0,-7,-3,-33,-1
COc1cc(-c2nc3cnccn3c2NC(C)(C)CC(C)(C)C)ccc1O,2.3,9,-25,-1.2,-2.3,1,-0.1,4,-19,-20,-6
CC(C)(C)OC(=O)NC(CO)c1cn([C@@H](Cc2cc3ccccc3[nH]2)C(=O)N2CCN(C(=O)OC(C)(C)C)CC2)nn1 (stereo partly specified),-1.3,12,-4,2.8,1.5,-1,3.0,-8,-3,10,-7
COc1ccc(-c2csc(Cc3nnc(N4CCOCC4)n3-c3ccccc3)n2)cc1,-0.1,3,6,0.9,-0.7,-1,0.3,6,2,38,8
COc1ccc(OC)c(C2C3=C(COC3=O)Nc3cc4c(cc32)OCO4)c1 (stereo unspecified),0.5,-4,-15,1.8,-0.8,-5,1.7,11,2,-1,16
COc1cccc(CNc2ccc(N3CCC(C)CC3)cc2)c1OC,-1.2,0,-3,0.2,-0.8,14,7.5,-2,-1,15,-3
C=CCSc1nccc(-c2cc(Cl)sc2Cl)n1,0.5,2,13,4.9,-0.8,-4,3.8,2,-2,38,7
Cc1cccc(C)c1NC(=S)NCCSc1ccc(Cl)cc1,-0.9,0,16,2.7,-0.1,-4,0.5,1,2,0,-12
Cc1ccc(N2CCN(S(=O)(=O)c3ccc(-n4cnnn4)cc3)CC2)c(C)c1,2.0,5,-5,4.4,2.0,1,2.7,-3,6,29,-2
CC1=CCC(C(=O)O)C(C(=O)Nc2cccnc2)C1 (stereo unspecified),-2.5,-8,22,3.2,0.4,0,0.7,-2,-2,4,1
COc1ccc(C(=O)C=Cc2cccs2)c(O)c1,-1.1,-2,6,nt,nt,-2,4.2,7,-10,nt,-5
COc1ccc2c(c1)c(=Cc1ccc(N(C)C)cc1)c1cc(-c3ccccc3)[n+](C)n12,5.5,-4,15,nt,nt,24,24*,i,3,nt,0
CCc1ccccc1OCCCOc1ccc(OC)cc1,-2.7,-2,-24,2.5,-0.7,-27,1.5,1,-8,-2,-13
Cc1ccc(C)c(N(C)C(=O)c2ccc3c(=O)n4c(nc3c2)CCCCC4)c1,-6.8,-5,14,1.2,0.4,-3,4.0,1,-4,-28,-2
O=C(c1ccc(OC2CCN(Cc3ccccn3)CC2)cc1)N1CCC[C@H]1CO,-1.9,4,0,1.5,1.9,3,4.2,7,-10,10,-2
COc1ccccc1C(=O)OCC(=O)Nc1cccc(S(=O)(=O)NC2=NCCCCC2)c1,0.2,-7,24,-0.9,2.4,-2,4.4,-7,-1,-9,-5
COc1ccc(CN(C(=O)c2cnccn2)C(C(=O)Nc2ccc(F)cc2)c2ccccc2)cc1 (stereo unspecified),-1.9,-4,-17,-2.7,-1.5,-2,0.1,-1,2,-15,-6
CCC1CN(C(=O)NCc2ccc(F)cc2)c2cc(Cl)ccc2O1 (stereo unspecified),-1.5,1,-5,nt,nt,-9,2.2,-4,0,0,-3
COc1ccc(S(=O)(=O)N2CCCCC2)cc1NC(=O)c1ccc([N+](=O)[O-])o1,-0.3,3,-8,-2.5,-1.4,0,1.0,-7,8,-8,8
COc1cccc(CNC(=O)CCCc2c[nH]c3ccccc23)c1,2.0,5,-20,-0.7,1.3,-1,-0.6,-9,-1,-3,-4
COc1ccc(CC(=O)Nc2c3c(nn2-c2cccc(Cl)c2)CS(=O)C3)cc1 (stereo unspecified),-0.7,2,-1,3.1,-3.0,4,2.8,-4,1,-15,-11
CC(C)Cn1c(N)c(C(=O)COC(=O)c2ccc(Br)cc2)c(=O)n(C)c1=O,-3.4,-3,7,1.7,-0.1,-1,0.3,6,-13,37,-16
O=C(NCCc1ccc(F)cc1)C(=O)NCC1CCCN1S(=O)(=O)c1ccccc1 (stereo unspecified),-1.3,1,-4,1.6,1.3,-3,2.3,-1,1,4,3
CCSC1=NCCN1C(=O)Cc1ccc(-c2ccccc2)cc1,0.1,3,-8,-0.9,-3.2,-2,-2.8,4,4,-3,-2
N#CC1=C(N)NC(SCC(=O)Nc2ccc(Br)cc2)=C(C#N)C12CCCCC2,-0.2,2,4,6.1,4.5,-1,4.5,5,-19,17,-3
CCc1ccc(S(=O)(=O)Nc2cc3c(cc2N2CCCCC2)n(C)c(=O)c(=O)n3C)cc1,0.9,0,7,5.0,-1.9,2,0.2,7,0,32,2
CCc1ccccc1NC(=O)COc1cccc(-n2cnnn2)c1,0.0,-1,4,3.0,2.2,-1,-1.2,3,2,-8,-2
CCOC(=O)CC1(C)SC(NC(C)=O)=NN1C(C)=O (stereo unspecified),-0.4,-7,19,3.2,-2.7,1,1.9,-6,-4,-3,3
COc1ccc2cc(CCNC(=O)c3ccc4c(c3)OCO4)c(=O)[nH]c2c1,0.4,-4,10,-0.2,-0.8,3,1.4,-10,-2,2,-8
COCCn1c(=O)[nH]c2cc(C(=O)N3CCN(c4ccc(Cl)cc4)CC3)ccc2c1=O,-0.5,-2,-54,3.3,-2.1,0,-1.2,2,1,-10,14
CN(CCc1ccccc1)C(=O)c1cccc(NC(=O)Cc2cccc(NC(=O)C3CCCN(C(=O)c4ccccc4)C3)c2)c1 (stereo unspecified),0.5,2,-8,nt,nt,-5,1.0,6,3,nt,0
Cc1ccc(C)c2c1cc(C)c1nnc(SCC(=O)Nc3cccc(C(=O)O)c3)n12,-2.0,5,-16,3.8,2.1,0,-0.8,-2,-3,-11,-10
CC(NC(=O)c1ccc(OC2CCN(Cc3ccccn3)CC2)cc1)c1nccs1 (stereo unspecified),0.5,0,3,2.3,0.7,3,-0.9,8,-4,-13,5
Cc1csc(NC(=O)CSc2nnc(Cn3c(=O)sc4ccccc43)n2-c2ccccc2)n1,0.9,1,-4,-0.2,-1.9,3,0.8,-20,-5,10,-3
O=C(CCc1nc2ccccc2c(=O)[nH]1)NNC(=O)c1ccc(F)cc1,2.0,3,-17,-0.1,-0.9,0,3.8,-2,-8,9,-14
O=C(CCSCCC(=O)NN=Cc1ccccc1)NN=Cc1ccccc1,-0.3,1,-3,nt,nt,1,2.5,7,2,nt,-4
C=CCN(c1cccc(C(F)(F)F)c1)S(=O)(=O)c1cccc(C(=O)OCC(=O)NC(N)=O)c1,-0.5,-3,-18,1.8,0.4,-2,4.2,1,-5,8,-8
COc1ccc(-c2coc3cc(OC4OC(CO)C(O)C(O)C4O)ccc3c2=O)cc1 (stereo unspecified),0.1,-3,10,1.1,0.9,-6,2.5,-11,7,-4,-6
CCN(CC)c1ccc(/C=N/NC(=O)c2ccccn2)cc1,0.0,-2,-9,3.8,1.1,1,1.7,0,1,280,-7
COc1cc(-n2c(=O)c3ccccc3n(CC(=O)c3ccc(F)cc3)c2=O)cc(OC)c1OC,-1.3,2,-7,0.2,1.5,-1,2.9,-2,5,-2,-4
CC(=O)c1c(C(C)=O)c(C)n(NC(=O)c2ccccc2Cl)c1C,-3.1,3,-21,-0.7,1.2,-1,2.6,-4,-9,342,-14
O=C(COC(=O)CN1C(=O)NC2(CCCC2)C1=O)NCc1ccc(Cl)cc1Cl,3.3,-2,6,1.1,-0.5,2,1.2,-12,-1,-10,-6
Cc1ccc(C(=O)OCC(=O)N2CCC(C)CC2)cc1S(=O)(=O)N1CCCCC1,0.9,6,0,0.8,-0.8,-3,0.6,-4,-3,-7,-3
Cc1ccnc(NC(=O)CCNC(=O)c2ccc(Cl)cc2)c1,1.3,4,2,nt,nt,3,1.7,-7,3,2,5
COc1cc(CNc2nnnn2C)ccc1OCc1c(F)cccc1Cl,0.5,1,-4,2.9,-0.8,2,1.7,5,6,13,1
CCOC(=O)c1ccc(NC(=O)CCn2nnc3ccccc32)cc1,-1.0,7,-10,2.8,0.1,-5,4.8,-5,-9,-11,9
CC(=O)Nc1ccc(NC2=CC(=O)CC(C)(C)C2)cc1,-0.7,-2,5,3.4,3.4,-3,3.9,-6,-6,619,-2
CCSc1cc(C)nc2c(-c3ccccc3)cnn12,1.1,1,4,3.3,-1.1,-6,0.7,-13,-2,1,-3
Oc1c(Cl)cc(Cl)cc1/C=N/c1nc(-c2ccc(Cl)cc2)cs1,-1.1,2,-7,-1.4,-2.6,6,nt,-3,-9,719*,11
CCN(CC(=O)NC(C)(C)C)Cc1cc(=O)n2c(-c3ccccc3)csc2n1,3.2,1,-3,1.5,-2.0,1,2.1,-4,3,190,3
Cc1ccccc1/C=C/c1cccc[n+]1C,0.3,5,-18,nt,nt,0,0.2,0,-3,-2,-6
O=C(c1ccco1)N1CCN(S(=O)(=O)c2cccc3nsnc23)CC1,-2.8,-2,-21,1.5,1.1,0,1.2,2,5,0,-11
CC12CN(S(=O)(=O)c3ccccc3)CC(C)(CN(S(=O)(=O)c3ccccc3)C1)C2,-0.1,0,-4,2.9,0.8,0,3.0,-4,-9,-13,-11
COc1cc(/C=N/NC(=O)CCc2ccccc2)ccc1O,0.1,2,1,1.9,-0.8,1,1.2,2,-5,9,-14
O=C(CCN1C(=O)c2ccccc2C1=O)Nc1ccc(S(=O)(=O)N2CCOCC2)cc1,0.2,1,-9,1.0,0.5,-1,nt,-3,-2,-4,15
O=C(Nc1ccccc1-c1ccccc1)c1ccccc1[N+](=O)[O-],2.8,2,-9,0.2,1.6,-3,4.1,-5,-5,-8,-7
COCCCn1c(=S)[nH]c(C)c(C)c1=O,-1.1,1,-30,-0.6,-1.6,1,1.5,3,6,13,-4
O=C1CCCC/C1=C/NCc1ccc(F)cc1,-1.7,-7,18,-1.0,0.8,-1,4.6,2,2,4,4
Cc1c(Cl)cccc1NC(=O)CCC(=O)NNC(=O)c1ccccc1Cl,1.5,-1,9,0.7,-1.2,1,1.2,-4,0,-10,-8
